TROY signal inh – blocks TROY-dependent signaling in reporter cells; inhibition, % at 10 µM; hit rate 0.98% among 360,000; Q293 LMP1-TROYcd NF-kB luciferase reporter, 4 h;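 active = compounds whose plate-normalised and pattern-corrected inhibition of the luciferase reporter signal at the single screening dose is 50% or more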
NOD2 RIPK2 PPI – inhibitors of human NOD2-RIPK2 interaction | CHO BLA complementation NOD2-RIPK2, CCF4 ratio | hit rate 0.38% among 360,000 | inhibition, % at 4.98 µM | AID 624267; in the data active = inhibition above about 21%;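 note: 0% = vehicle only and 100% = reference blocker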
Target sequence (O43353 whole entry, looked up): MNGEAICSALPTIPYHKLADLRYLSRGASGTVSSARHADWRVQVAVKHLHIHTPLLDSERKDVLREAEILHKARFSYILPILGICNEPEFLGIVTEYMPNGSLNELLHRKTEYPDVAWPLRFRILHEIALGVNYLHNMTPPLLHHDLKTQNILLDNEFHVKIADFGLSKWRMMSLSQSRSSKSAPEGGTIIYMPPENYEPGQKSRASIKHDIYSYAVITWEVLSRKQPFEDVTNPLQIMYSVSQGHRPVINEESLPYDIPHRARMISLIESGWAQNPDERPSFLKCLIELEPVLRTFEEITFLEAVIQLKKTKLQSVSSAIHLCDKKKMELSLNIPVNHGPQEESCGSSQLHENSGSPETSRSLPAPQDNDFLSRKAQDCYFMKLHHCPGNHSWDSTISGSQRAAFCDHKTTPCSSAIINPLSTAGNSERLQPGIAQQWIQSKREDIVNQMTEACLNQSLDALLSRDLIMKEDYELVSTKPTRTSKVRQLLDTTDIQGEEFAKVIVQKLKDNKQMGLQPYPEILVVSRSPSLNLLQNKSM
TWEAK Fn14 block – inhibitors of TWEAK-Fn14 interaction signaling; hit rate 2% among 360,000; AID 1159606; inhibition, % at 10 µM; TWEAK-stimulated Fn14 reporter cells, luciferase luminescence, 8 h; in the data active = inhibition above about 50%
NCOA2 inhibitor – human SRC2 (NCOA2) inhibition; inhibition, % at 9 µM; HEK293 GAL4-SRC2 luciferase reporter, luminescence; Q15596; hit rate 0.17% among 370,000;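 active = inhibition above the mean inhibition of all tested compounds plus 3 SD, set per campaign, cut at about 52% in these data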;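 note: 0% = DMSO treated cells and 100% = cells given Gossypol at 36 µM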
SRC1 inh – inhibitors of human steroid receptor coactivator 1 (SRC1). Q15788. HEK293 GAL4-SRC1 luciferase reporter, luminescence. inhibition, % at 3.6 µM. hit rate 0.12% among 360,000;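 active = inhibition above the campaign mean plus 3 SD, with each screening campaign given its own cutoff, cut at about 60% in these data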;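 note: 0% = DMSO treated cells and 100% = gossypol at 36 µM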
TLR9-MyD88 inh – TLR9-MyD88 interaction inhibition | Q9NR96+Q99836 | CHO BLA complementation TLR9-MyD88, CCF4 FRET ratio | inhibition, % at 4.98 µM | hit rate 0.21% among 340,000 | AID 504734;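 active = inhibition above the mean over all tested compounds plus 3 SD, cut at about 21% in these data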;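 note: 0% = DMSO only wells and 100% = clavulanate BLA inhibitor control wells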
C8 TRAIL sens – sensitizes caspase-8 expressing cells to TRAIL; NB7+C8 cells + TRAIL, ATPlite viability luminescence; inhibition (viability loss, TRAIL sensitization), % at 10 µM; hit rate 1% among 360,000;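 active = compounds causing at least 50% loss of cell viability in the single-dose screen, relative to plate controls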
SRC3 inh – human NCOA3 inhibition; AID 588352; inhibition, % at 3.6 µM; Q9Y6Q9; HEK293 GAL4-SRC3 luciferase reporter, luminescence; hit rate 0.17% among 360,000;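 active = inhibition above a per-campaign cutoff, the mean of all compounds plus 3 SD, cut at about 60% in these data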;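 note: 0% = DMSO-treated cells and 100% = gossypol-treated cells at 36 µM; higher means less SRC3-driven luciferase light from the GAL4 reporter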
LMP1 NFkB inh – reduces LMP1-driven NF-kappaB luciferase signal; LMP1-induced NF-kappaB luciferase reporter cells, luminescence; inhibition, % at 12.5 µM; hit rate 0.69% among 350,000; AID 504558; in the data active = inhibition above about 41%;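 note: 0% = neutral control wells and 100% = reference inhibitor control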
NR2F2 inh – inhibitors of human COUP-TFII (NR2F2) | P24468 | HEK293T NGFI-A luciferase reporter, luminescence | inhibition, % at 8.6 µM | hit rate 0.7% among 370,000 | AID 686940;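 active = inhibition above a per-plate cutoff, mean inhibition of test wells between control levels plus 3 SD, cut at about 38% in these data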;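 note: cells cotransfected with COUP-TFII expression vector driving the NGFI-A reporter; 0% = median of COUP-TF2 test wells and 100% = reporter-only cells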
NR5A2 inv ag – inverse agonists of human LRH-1 (NR5A2). O00482. HEK293T StAR-luciferase reporter, LRH-1 transfected, 24 h. inhibition, % at 3.6 µM. hit rate 0.13% among 360,000. AID 602396;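 active = inhibition above the mean inhibition of all tested compounds plus 3 SD, cut at about 73% in these data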;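 note: 0% = DMSO wells and 100% = reporter-only cells lacking LRH-1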
Target sequence (O00482 whole entry, looked up): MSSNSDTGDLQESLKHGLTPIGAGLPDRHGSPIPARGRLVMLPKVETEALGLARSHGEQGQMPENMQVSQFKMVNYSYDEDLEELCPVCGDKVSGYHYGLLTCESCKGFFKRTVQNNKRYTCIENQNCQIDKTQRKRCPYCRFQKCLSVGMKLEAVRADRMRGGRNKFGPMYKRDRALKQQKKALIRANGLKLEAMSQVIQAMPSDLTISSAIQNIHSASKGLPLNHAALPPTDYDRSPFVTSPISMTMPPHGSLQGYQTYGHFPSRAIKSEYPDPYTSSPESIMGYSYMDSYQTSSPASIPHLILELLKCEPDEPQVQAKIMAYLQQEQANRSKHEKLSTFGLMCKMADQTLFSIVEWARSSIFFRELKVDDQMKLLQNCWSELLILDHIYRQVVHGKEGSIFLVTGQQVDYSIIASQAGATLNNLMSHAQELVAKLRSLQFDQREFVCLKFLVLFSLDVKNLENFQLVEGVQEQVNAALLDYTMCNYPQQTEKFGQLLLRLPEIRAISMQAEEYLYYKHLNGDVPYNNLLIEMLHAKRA
Active calls of the source: *; . = not tested or not shown. This is a subset; rates above refer to the full screens.

SMILES | TROY signal inh | NOD2 RIPK2 PPI | TWEAK Fn14 block | NCOA2 inhibitor | SRC1 inh | TLR9-MyD88 inh | C8 TRAIL sens | SRC3 inh | LMP1 NFkB inh | NR2F2 inh | NR5A2 inv ag
CCc1nnc(NC(=O)Nc2ccc(Cl)cc2)s1 | -40 | 2 | -34 | -27 | -7 | 10 | 0 | -25 | -4 | -5 | -5
Cc1ccccc1CC1SC(N=C(N)N)=NC1=O (stereo unspecified) | -14 | -5 | 9 | -42 | -10 | 3 | -3 | -13 | -3 | 0 | 17
CCN(C(=O)COC(=O)c1ccccc1NCc1ccco1)c1c(N)n(Cc2ccccc2)c(=O)[nH]c1=O | 9 | -1 | 0 | -3 | -10 | 6 | -8 | -15 | -1 | -19 | -3
O=C(c1cc2ccccc2o1)N1CCOCC1 | -18 | -4 | -7 | -22 | -23 | 7 | -10 | -10 | -3 | 5 | 8
CCN(CC(=O)Nc1c(F)cccc1F)C(=O)CCCc1c[nH]c2ccccc12 | 17 | 2 | 3 | -16 | 12 | -6 | 0 | 10 | 7 | 18 | 1
COc1ccc(CNC(=O)C(C)OC(=O)CCN2C(=O)C3CC=CCC3C2=O)cc1 (stereo unspecified) | -14 | 5 | -5 | -11 | -19 | -3 | -6 | 11 | -4 | 8 | 14
COc1ccc(C(CNC(=O)C(CCSC)NC(=O)c2ccccc2Cl)N2CCCCC2)cc1 (stereo unspecified) | 5 | -6 | 13 | 8 | -21 | -1 | -6 | -6 | 71* | 4 | -5
CC(=O)NC(CCS(C)(=O)=O)C(=O)Nc1cc(C)on1 (stereo unspecified) | 1 | -2 | 9 | -26 | 10 | -2 | 3 | 3 | 5 | 4 | -7
C[C@@H]1CC[C@@]2(O[C@@H](CCO)C[C@H](O)[C@H]2O)O1 | -2 | -2 | 11 | -3 | -9 | -5 | 7 | 1 | 8 | 2 | 13
Cc1nnc2sc(-c3ccc(NC(=O)CSc4ccc(Cl)cc4)cc3)nn12 | 12 | 2 | -29 | 10 | -5 | 4 | -2 | -8 | 6 | -5 | -5
COCCCNc1ccnc2c(Cl)cccc12 | -24 | -3 | -1 | 4 | 5 | 1 | -2 | 18 | 9 | 14 | 4
CCCCCCCCN1C(=O)[C@H](CC(=O)NCCCCc2ccccc2)C[C@@]2(C(=O)OCC)CCCC=C12 | 13 | -15 | 20 | 13 | . | . | 12 | . | . | -17 | 21
COc1ccc(Oc2nc(C)cc(C)c2S(=O)(=O)c2ccc(C)cc2)cc1 | -16 | -14 | -8 | 1 | 9 | -2 | -5 | 9 | -6 | 4 | -4
C=CCC1c2cccc(C(=O)O)c2C(=O)N1c1ccc(F)cc1 (stereo unspecified) | 13 | 7 | 2 | 0 | -2 | 10 | 9 | -8 | -3 | -12 | 20
Brc1ccc2nc(C3CCCCC3)c(Cc3ccccc3)n2c1 | 17 | 7 | 14 | 7 | 0 | . | 24 | 13 | . | 6 | 4
CNc1ccc(/C=C(\C#N)c2ccccn2)cc1[N+](=O)[O-] | -71 | -7 | -58 | -16 | -66 | -16 | 15 | -80 | -22 | -15 | -32
CCCCCCCCNc1ccccc1S(=O)(=O)NCc1ccccc1 | -17 | -14 | 15 | -7 | 13 | -6 | -13 | 23 | -1 | 18 | 28
CCOC(=O)c1c(C)n(-c2ccccc2)c2ccc(O)cc12 | 27 | -11 | 50 | 5 | -13 | -2 | 16 | 10 | 9 | 24 | -2
C(=C\c1ccccc1)/CSc1nnc(-c2ccncc2)n1Cc1ccco1 | . | 0 | 15 | -25 | 1 | -5 | 7 | -8 | 7 | 11 | 4
Cc1nnc(NC(=O)CSCc2c(C)noc2C)s1 | 12 | -12 | 10 | 19 | -19 | 6 | 24 | 5 | -1 | 2 | 1
COc1ccc(OC)c(S(=O)(=O)n2ccnc2C)c1 | -1 | 0 | -5 | 5 | 2 | 7 | -13 | -11 | -13 | 11 | 14
CCOC(=O)/C(C(N)=NCC(C)C)=C(/O)c1ccccc1 | -16 | -13 | -19 | 10 | -22 | -7 | -4 | -12 | -8 | -14 | 11
COc1ccc(S(=O)(=O)c2ccc(OCC3CO3)cc2)cc1 (stereo unspecified) | -7 | -8 | -17 | -17 | 14 | 5 | -17 | 21 | 0 | 8 | -1
Cc1ccccc1-n1nnnc1SC1CCOC1=O (stereo unspecified) | -6 | -5 | 3 | -6 | -2 | -5 | -8 | 6 | 0 | 1 | -5
COc1ccccc1CN1C[C@@H]2C[C@@H](C3=Cc4cc(Cl)ccc4OC3)N3CCC[C@@]23C1=O | 12 | 3 | 8 | 33 | 4 | -7 | 9 | 8 | 27 | 16 | 3
Cc1ccc(S(=O)(=O)NC2CCCc3ccccc32)cc1C (stereo unspecified) | 23 | -1 | 12 | -18 | 9 | 0 | 5 | 11 | 8 | 19 | 1
COc1ccc(NC(=O)C2CCN(S(=O)(=O)c3ccc(OC)c(OC)c3)CC2)c(OC)c1 | 3 | -12 | -2 | -15 | -22 | -3 | -5 | -17 | -2 | -15 | 14
O=C(C1CCN(c2nc(-c3ccccc3)nc3c2CCC3)CC1)N1CCC(O)CC1 | -15 | -1 | -20 | -19 | -1 | 7 | 5 | 9 | 12 | 12 | 4
C[C@H](NC(=O)c1ncn2c1C(=O)NC[C@@H]2C)C(=O)OC(C)(C)C | -3 | -4 | -6 | 4 | 4 | 0 | -16 | -20 | 1 | -1 | 9
Cc1ccc(CNC(=O)c2nnc(CS(=O)(=O)c3ccccc3)o2)cc1 | 14 | 9 | 7 | -41 | 0 | 7 | 9 | 3 | 4 | 0 | -2
COC(=O)c1cccc(NC(=O)CCN2C(=O)NC(C)(C)C2=O)c1 | 2 | 1 | -4 | 11 | 10 | -7 | 2 | -10 | 0 | -9 | 20
CCc1nnc(NS(=O)(=O)c2ccc(NC(=O)COc3ccc4ccccc4c3)cc2)s1 | -11 | -7 | -5 | -1 | -19 | 6 | -8 | 9 | -10 | 11 | 9
CCC(=O)c1ccc(OCC(=O)OCC(=O)NC2CCCCCCC2)cc1 | 1 | 3 | 14 | -3 | -4 | -4 | 2 | 5 | -3 | -15 | -12
COc1cc(CCC(=O)OCC(=O)Nc2sccc2C(N)=O)cc(OC)c1OC | 39 | 0 | 37 | 8 | 6 | -6 | 17 | -20 | 22 | 39* | 0
O=[N+]([O-])c1ccc(N/N=C/c2cccc(O)c2)cc1 | 51* | 22* | -69 | -47 | -30 | 7 | 39 | -63 | 9 | -54 | 21
CNC(=S)N1N=C(c2cccs2)CC1c1ccc(F)cc1 (stereo unspecified) | 8 | -2 | 13 | -9 | 6 | 8 | 16 | 1 | 50* | 3 | 4
Cc1[nH][nH]c(=O)c1C(c1ccc(Br)cc1)c1c(C)[nH][nH]c1=O | 11 | 9 | 9 | 3 | 4 | -3 | -6 | -1 | -17 | 2 | 8
O=C(c1ccccc1)N1CCCC(c2ccc(Cl)cc2)=N1 | 20 | 1 | -4 | 24 | 0 | -6 | 5 | 10 | 0 | 7 | 32
O=C(N/N=C/c1c[nH]c2ccccc12)c1cc(-c2ccc3ccccc3c2)n[nH]1 | -4 | 0 | 23 | -43 | -49 | 2 | 23 | -31 | -17 | -49 | -121
O=C(O)c1cc(N/N=C/c2ccc3c(c2)OCCO3)ccc1Cl | 11 | -2 | -13 | -52 | -140 | -9 | -13 | -111 | 45* | -36 | -219
CCNC(=O)CSc1nnc(CN2CCCCCC2=O)n1-c1ccccn1 | 9 | 0 | 6 | 0 | -1 | 2 | -2 | 4 | -2 | -5 | 2
CCCCN(C)C(=O)c1nc2ccccn2c1CN1CCN(c2ccccn2)CC1 | -6 | 2 | 21 | 2 | -2 | -2 | -2 | 8 | 0 | -3 | 7
COc1cccc(-c2nc(CS(=O)(=O)CC(=O)N3CCN(c4ccccn4)CC3)c(C)o2)c1 | 13 | -6 | 8 | 6 | 7 | -3 | -12 | 1 | 3 | -15 | 8
CN(CCOc1ccccc1)C(=O)C1CCC(=O)N(CCCN2CCOCC2)C1 (stereo unspecified) | 1 | 12 | 24 | -23 | 8 | 5 | 10 | 0 | 5 | 10 | 4
COCCN(C(=O)COC(=O)CSc1ccc(Cl)cc1)c1c(N)n(CC(C)C)c(=O)[nH]c1=O | -17 | -2 | -7 | -4 | -7 | 2 | -7 | 15 | 1 | -7 | 0
Cn1nc(C(=O)Nc2ccccc2Cl)cc1C(=O)Nc1ccccc1Cl | 8 | -7 | -16 | 16 | -10 | 13 | -1 | 4 | -5 | 16 | -3
Cc1c(CN(C)CCc2ccccc2)c(=O)n(-c2ccccc2)n1C | -19 | -2 | -3 | -5 | 2 | 4 | -4 | 18 | 2 | -12 | -8
Cc1cccc(NC(=O)Nc2c(C)[nH]c(=O)[nH]c2=O)c1C | -12 | -4 | 10 | 0 | -137 | -5 | -24 | -21 | 3 | -1 | -1
CCOC(=O)C1CCN(S(=O)(=O)CCNC(=O)c2ccc3c(c2)OCO3)CC1 | 12 | 2 | -8 | -22 | -35 | 6 | 17 | -18 | 7 | 3 | -12
COc1ccccc1-c1cn[nH]c1-c1ccc(OCc2ccc([N+](=O)[O-])cc2)cc1O | 23 | -7 | -26 | 5 | -3 | 1 | 7 | 19 | 11 | 8 | -7
CC1C/C(=C\c2ccccc2[N+](=O)[O-])c2nc3ccccc3c(C(=O)O)c2C1 (stereo unspecified) | 6 | 8 | 4 | 26 | -11 | 3 | -14 | 9 | -3 | 17 | 12
Cn1c2ccccc2c2c(C(=O)N3CCN(c4ccccc4)CC3)cn(C3CCCC3)c(=O)c21 | -30 | 3 | 7 | -4 | 0 | 7 | 1 | -6 | -3 | 13 | 1
CCCc1nc(C)cc(N2CCN(c3ccccc3)CC2)n1 | -28 | 7 | 0 | 14 | -19 | -7 | -6 | -8 | 14 | 13 | -1
CCOc1ccccc1NC(=O)C1CCCN(S(=O)(=O)c2ccc3c(c2)CCCN3C(C)=O)C1 (stereo unspecified) | 8 | -11 | -27 | -11 | 1 | -17 | -1 | 9 | -3 | 33 | -7
CCOC(=O)/C=c1\s/c(=C\c2ccc3cc(OC)ccc3c2)c(=O)n1CC(=O)NCC1CCCO1 (stereo unspecified) | -19 | -6 | -25 | -18 | -10 | 0 | 20 | -2 | 13 | -15 | 14

In a second layout: 4 of the compounds above
SMILES,TROY signal inh,NOD2 RIPK2 PPI,TWEAK Fn14 block,NCOA2 inhibitor,SRC1 inh,TLR9-MyD88 inh,C8 TRAIL sens,SRC3 inh,LMP1 NFkB inh,NR2F2 inh,NR5A2 inv ag
Cc1c(CN(C)CCc2ccccc2)c(=O)n(-c2ccccc2)n1C,-19,-2,-3,-5,2,4,-4,18,2,-12,-8
Cc1cccc(NC(=O)Nc2c(C)[nH]c(=O)[nH]c2=O)c1C,-12,-4,10,0,-137,-5,-24,-21,3,-1,-1
CCOC(=O)C1CCN(S(=O)(=O)CCNC(=O)c2ccc3c(c2)OCO3)CC1,12,2,-8,-22,-35,6,17,-18,7,3,-12
COc1ccccc1-c1cn[nH]c1-c1ccc(OCc2ccc([N+](=O)[O-])cc2)cc1O,23,-7,-26,5,-3,1,7,19,11,8,-7

Screening results from PubChem.
